Screens as filed in PubChem BioAssay.
Mcl1-Noxa inh: Mcl-1/Noxa interaction inhibition. Q07820. TR-FRET Mcl-1/Noxa peptide binding, 2 h. inhibition, % at 21.7 µM. 220,000 tested, 1.5% active. AID 1022;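 active = compounds that cut the protein-peptide binding signal by more than 50% relative to plate controls in a single-dose test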;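 note: His-tagged Mcl-1 with rhodamine Noxa BH3 peptide and terbium anti-His antibody; 0% = Mcl-1 plus Noxa peptide wells and 100% = peptide-only wells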
Rab2A wt mod: changes GTP binding to wildtype dog Rab2A, up or down | GTP binding activity, % at 10 µM | AID 760 | GST-Rab2 wt beads, Bodipy-GTP binding, flow cytometry | 190,000 tested, 0.19% active | P61105;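 active = GTP binding activity at least 20 points away from 100%, either lowered or raised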;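 note: 0% = beads with excess unlabeled GTP and 100% = no-compound control corrected for plate trend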
Cdc42 wt: human Cdc42 wildtype GTP binding change, either direction; 190,000 tested, 0.2% active; AID 761; percent activity (GTP binding), % at 10 µM; P60953; GST-Cdc42 beads, Bodipy-GTP binding, flow cytometry; actives lie on both sides;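 active = percent activity GTP binding at least 20 points away from the 100% baseline, either down as inhibitor or up as activator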;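 note: median bead fluorescence of bound Bodipy-FL-GTP at 100 nM; 0% = excess unlabeled GTP control and 100% = no compound control; below 100% means less GTP binding so inhibitor and above means activator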
ABCB1 inh: human ABCB1 inhibition, ABCG2 as counter-screen; CCRF-Adr cells, JC-1 efflux, flow cytometry; inhibition, % at 6.6 µM; 190,000 tested, 0.067% active; P08183; AID 1326; in the data active = inhibition above about 40%;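 note: 0% = vehicle and 100% = reference inhibitor; higher value means more JC-1 retained so stronger ABCB1 efflux block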
Target sequence (P08183 whole entry, looked up): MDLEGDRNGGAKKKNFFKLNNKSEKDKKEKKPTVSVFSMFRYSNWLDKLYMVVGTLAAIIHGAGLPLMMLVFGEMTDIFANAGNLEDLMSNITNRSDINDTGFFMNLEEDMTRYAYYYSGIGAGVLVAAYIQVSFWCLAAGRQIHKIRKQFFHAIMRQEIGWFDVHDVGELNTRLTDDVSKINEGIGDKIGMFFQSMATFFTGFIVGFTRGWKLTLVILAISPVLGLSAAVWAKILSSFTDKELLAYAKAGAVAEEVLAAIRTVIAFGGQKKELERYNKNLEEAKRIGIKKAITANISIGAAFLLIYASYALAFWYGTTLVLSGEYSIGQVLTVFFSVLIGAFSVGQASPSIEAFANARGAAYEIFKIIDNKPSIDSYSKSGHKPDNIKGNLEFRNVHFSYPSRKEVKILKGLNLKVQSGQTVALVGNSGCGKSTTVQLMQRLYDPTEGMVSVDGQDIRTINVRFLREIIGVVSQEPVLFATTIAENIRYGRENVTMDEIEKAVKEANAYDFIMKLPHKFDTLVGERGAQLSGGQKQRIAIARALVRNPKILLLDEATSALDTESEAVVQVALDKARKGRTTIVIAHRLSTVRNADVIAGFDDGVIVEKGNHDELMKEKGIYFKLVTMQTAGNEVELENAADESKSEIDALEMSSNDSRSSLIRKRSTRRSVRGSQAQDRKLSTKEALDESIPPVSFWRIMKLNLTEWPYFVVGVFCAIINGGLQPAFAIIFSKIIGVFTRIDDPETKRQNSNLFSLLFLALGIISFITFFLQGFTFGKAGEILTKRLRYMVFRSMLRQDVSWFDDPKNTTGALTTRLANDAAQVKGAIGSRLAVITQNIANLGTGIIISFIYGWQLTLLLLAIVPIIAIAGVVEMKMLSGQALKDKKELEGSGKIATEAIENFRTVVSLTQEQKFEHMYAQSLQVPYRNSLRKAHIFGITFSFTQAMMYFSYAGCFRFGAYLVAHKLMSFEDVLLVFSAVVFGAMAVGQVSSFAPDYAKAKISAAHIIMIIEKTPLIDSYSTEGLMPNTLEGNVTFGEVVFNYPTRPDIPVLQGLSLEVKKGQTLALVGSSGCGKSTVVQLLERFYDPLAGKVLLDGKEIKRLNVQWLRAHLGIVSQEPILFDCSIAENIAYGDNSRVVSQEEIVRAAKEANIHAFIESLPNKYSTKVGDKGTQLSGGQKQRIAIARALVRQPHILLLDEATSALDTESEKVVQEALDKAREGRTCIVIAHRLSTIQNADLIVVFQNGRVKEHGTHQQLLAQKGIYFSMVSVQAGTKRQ
Rac1 mut GTP: alters GTP binding to activated mutant human Rac1 | GST-Rac1 activated beads, fluorescent GTP binding, flow cytometry; actives lie on both sides; 100% means binding = to untreated wells | AID 764 | percent activity (GTP binding), % at 10 µM | 190,000 tested, 0.11% active;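 active = GTP binding at least 20 percentage points away from the 100% baseline, in either direction, so actives lie on both sides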
Rab7 wt modul: alters GTP binding to wildtype dog Rab7 | GST-Rab7 beads, fluorescent GTP binding, flow cytometry; actives lie on both sides; untreated = 100%, excess cold GTP = 0% | GTP binding activity (percent of control), % at 10 µM | 190,000 tested, 0.055% active | AID 758;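 active = fluorescent GTP binding to Rab7 beads changed by at least 20 points from the 100% baseline, either direction, mostly lower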;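 note: median green fluorescence of bound Bodipy-FL-GTP per Rab7 bead population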
ABCG2 inh: human ABCG2 inhibition, ABCB1 as counter-screen | Q9UNQ0 | IgMXP3 cells, JC-1 efflux, flow cytometry | inhibition, % at 6.6 µM | 190,000 tested, 0.1% active;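 active = inhibition above 80%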;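 note: 0% = DMSO and 100% = nicardipine control wells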
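Times: 10 min at 25 °C | Test system: Two drug-resistant human cell lines, ABCG2 and ABCB1 | Quantity: 3 million cells/mL final, two lines in 1:1 ratio | Signal: Flow cytometry, 530 nm JC-1 signal | Dosing: Compound at 6.6 µM | Controls: Nicardipine and DMSO wells | Reagent: JC-1 as fluorescent efflux pump substrate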
HRas wt GTP bind: human HRas wildtype GTP binding, change in either direction; 190,000 tested, 0.14% active; GST-Ras wt beads, Bodipy-FL-GTP binding, flow cytometry; actives lie on both sides; GTP binding activity, % at 10 µM; AID 759; P01112;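 active = GTP binding activity at least 20% away from the 100% baseline, either lowered as inhibitor or raised as activator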;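 note: 0% = unlabeled GTP competition control and 100% = no-compound control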
Rac1 wt modul: alters GTP binding to wildtype human Rac1. GTP binding activity (% of control), % at 10 µM. GST-Rac1 beads, fluorescent GTP binding, flow cytometry; actives lie on both sides; 0 = cold GTP competed, 100 = untreated. 190,000 tested, 0.27% active. P63000;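 active = GTP binding activity at least 20 points away from the 100% control level, either lower or higher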
Avidin fluor: avidin bead compound fluorescence profile; Avidin beads, compound fluorescence 488/530 nm, flow cytometry; hits give high values; fluorescence (KMESF) at 10 µM; 220,000 tested, 0.38% active; AID 1775; in the data active = fluorescence above about 47; note: inactives centre near 10
Pf gametocyte: P. falciparum stage V gametocyte viability inhibition | inhibition, % at 10.9 µM | AID 743093 | 150,000 tested, 0.065% active | P. falciparum stage V gametocytes, ATP luminescence, 24 h;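 active = inhibition above the mean plus 3 SD of compounds within the control limits, set per campaign, cut at about 38% in these data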;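 note: 0% = DMSO wells and 100% = medium only without gametocytes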
An asterisk follows results filed as active; · = no result given.

SMILES	Mcl1-Noxa inh	Rab2A wt mod	Cdc42 wt	ABCB1 inh	Rac1 mut GTP	Rab7 wt modul	ABCG2 inh	HRas wt GTP bind	Rac1 wt modul	Avidin fluor	Pf gametocyte
CC(C)N(C(=O)NC(=O)NCC1CCCO1)S(C)(=O)=O (stereo not given)	11.7	100.0	102.0	-0.4	101.0	100.0	17.7	101.0	107.0	20	·
COc1ccc(OCCCC(=O)Nc2nnc(C3CCCO3)s2)cc1 (stereo not given)	20.1	106.0	102.0	0.5	102.0	103.0	2.9	105.0	109.0	9	·
COc1cccc(-n2c(CN3CCN(c4ccc(C)cc4)C(C)C3)nc3ccc([N+](=O)[O-])cc3c2=O)c1 (stereo not given)	7.7	101.0	101.0	6.9	101.0	102.0	18.8	102.0	103.0	13	-9.6
CC1=NN(c2cccc([N+](=O)[O-])c2)C(=O)C1	9.3	95.0	97.0	-0.3	94.0	98.0	-0.6	97.0	97.0	10	·
O=C(NCCc1c[nH]c2ccccc12)Nc1cccc2ccccc12	19.4	98.0	97.0	-0.2	95.0	100.0	-0.6	97.0	97.0	6	·
COc1cccc(CN2CCNC(=O)C2CC(=O)NCCOc2cccnc2)c1OC (stereo not given)	-2.7	97.0	96.0	0.2	95.0	95.0	2.2	94.0	95.0	11	9.1
CNS(=O)(=O)c1cccc(C(=O)OCC(=O)NCc2ccccc2)c1	0.1	100.0	99.0	0.4	99.0	100.0	1.2	101.0	100.0	14	9.3
C#CC(C)(C)NC(=O)CSc1nc2c(c(=O)n(C)c(=O)n2C)n1CCCC	-0.9	103.0	101.0	0.6	100.0	101.0	3.5	99.0	101.0	6	·
CCN(CCNC(=O)CS(=O)(=O)Cc1nc(-c2cccc(OC)c2)oc1C)c1ccccc1	-8.1	97.0	97.0	0.9	95.0	98.0	0.7	98.0	98.0	12	-59.0
COCCNc1nc(-c2cc(C)n(CCc3ccc(OC)cc3)c2C)cs1	57.0*	101.0	101.0	2.0	94.0	104.0	1.6	101.0	101.0	5	-2.2
CCOc1ccc(C(=O)Nc2cccc(C(C)=O)c2)cc1[N+](=O)[O-]	14.7	100.0	98.0	0.6	96.0	105.0	5.9	99.0	99.0	11	16.9
COc1ccc(C2/C(=C(/O)c3ccccc3)C(=O)C(=O)N2CCO)cc1 (stereo not given)	-0.8	97.0	96.0	0.4	98.0	99.0	6.3	98.0	101.0	11	·
CC(C)(C)NC(=O)N1CCn2cccc2C1c1ccccc1F (stereo not given)	-5.8	98.0	97.0	0.1	94.0	96.0	0.6	93.0	95.0	22	2.7
CCn1c(SCC(=O)Nc2ccc3c(c2)OCO3)nc2ccccc21	21.1	99.0	100.0	1.6	100.0	98.0	4.7	102.0	103.0	18	·
CCOC(=O)c1nnn(-c2nc(N(C)C)nc(N(C)C)n2)c1C	5.6	96.0	93.0	0.9	94.0	91.0	9.5	94.0	101.0	8	-5.5
N#Cc1ccccc1NC(=O)C1CC(=O)N(c2ccc3c4c(cccc24)CC3)C1 (stereo not given)	13.1	97.0	96.0	0.1	101.0	97.0	-4.0	97.0	101.0	16	·
CC1=CC(=C2C(=O)c3ccccc3C2=O)C=C(C)N1C	25.5	94.0	96.0	1.5	93.0	94.0	15.6	96.0	93.0	13	-10.5
O=C(O)Cc1ccc(NS(=O)(=O)c2ccccc2Cl)cc1	14.3	94.0	94.0	0.0	96.0	96.0	4.0	92.0	92.0	24	0.1
COc1ccc2c(c1)OC13CCCCC1C2C(C(=O)c1ccccc1)C(=O)N3 (stereo not given)	15.8	98.0	98.0	0.5	95.0	94.0	0.5	98.0	99.0	8	·
C=CCN(N=Nc1cccc([N+](=O)[O-])c1)c1cccc([N+](=O)[O-])c1	20.4	100.0	102.0	0.0	97.0	101.0	1.6	99.0	101.0	3	·
O=C(NCCCn1ccnc1)c1nn2c(C(F)(F)F)cc(-c3ccc(Br)cc3)nc2c1Cl	-23.4	91.0	94.0	3.6	95.0	97.0	1.2	91.0	92.0	7	10.8
CC1CCc2nn(CC(=O)NCCN3CCOCC3)cc2C1 (stereo not given)	3.6	98.0	104.0	0.7	99.0	97.0	2.2	97.0	107.0	29	·
Cc1ccc(/C=N/NC(=O)CN2CCN(S(=O)(=O)c3ccc(Br)cc3)CC2)s1	13.4	98.0	105.0	0.4	99.0	99.0	5.3	98.0	104.0	12	·
Cc1ccc(C2NC(=O)c3c(sc(C)c3C)N2)c(O)c1 (stereo not given)	12.6	101.0	99.0	-0.2	95.0	98.0	-0.8	101.0	99.0	17	·
C=C(C)C(=O)Nc1ccc(OC(F)(F)C(F)F)c(NC(=O)C(=C)C)c1	29.3	100.0	100.0	-6.4	98.0	96.0	-1.8	102.0	99.0	18	11.5
Cc1cccc(NC(=O)c2cccnc2)c1	9.0	104.0	106.0	0.9	100.0	98.0	7.3	105.0	105.0	8	·
Cc1ccccc1OCC(=O)NNC(=O)CCN1C(=O)c2ccccc2C1=O	-10.8	96.0	93.0	1.6	92.0	102.0	4.1	96.0	96.0	27	1.9
COc1ccc2[nH]cc(CCN=C3SCC(=O)N3C)c2c1	-7.8	100.0	98.0	0.4	99.0	101.0	1.3	99.0	103.0	35	·
COc1ccc(Nc2ccc(S(=O)(=O)N3CCCCC3)cc2[N+](=O)[O-])cc1	14.8	94.0	100.0	1.9	97.0	103.0	34.6	95.0	100.0	7	-6.1
COc1ccc(OC)c(N(CC(=O)Nc2cccnc2)S(=O)(=O)c2ccccc2)c1	3.4	103.0	103.0	1.1	101.0	102.0	9.4	102.0	107.0	13	-20.4
O=C(NC(=O)c1cccc(F)c1)OC[C@@H]1CCCN2CCCC[C@H]12	-21.4	108.0	108.0	0.4	102.0	101.0	1.3	105.0	110.0	7	·
O=C1OCCC1N1C(=O)c2ccccc2S1(=O)=O (stereo not given)	6.0	98.0	100.0	0.2	98.0	99.0	0.7	100.0	98.0	17	·
CCOc1cccc(C(=O)Nc2cccc(C(=O)NCC(C)C)c2)c1	15.6	101.0	106.0	0.9	102.0	98.0	11.4	101.0	105.0	14	-9.5
Cc1ccc(OCC(=O)N2CCN(C(=O)c3cccc(F)c3)CC2)cc1	1.1	99.0	96.0	0.9	97.0	110.0	6.1	100.0	102.0	11	·
CCCc1nnc(SCC(=O)N2CCOCC2)n1C	-17.6	101.0	99.0	0.4	98.0	101.0	0.7	104.0	104.0	23	·
COc1cc2cc(Oc3ccc4ccc(=O)oc4c3)c(=O)oc2cc1OC1OC(COC(=O)CC(C)(O)CC(=O)O)C(O)C(O)C1O (stereo not given)	-1.1	93.0	95.0	0.4	97.0	100.0	1.8	93.0	97.0	11	·
Cc1nnc(SCc2c(Cl)cccc2Cl)s1	-0.4	102.0	101.0	0.0	100.0	99.0	0.9	102.0	100.0	8	-6.2
COc1ccc(N2C(=O)CSC2c2cccc(F)c2)c(OC)c1 (stereo not given)	-2.0	103.0	104.0	0.7	96.0	106.0	1.6	102.0	101.0	18	·
O=C(COC(=O)c1cn(-c2ccccc2)nc1-c1cccs1)NC1CC1	0.3	99.0	101.0	0.6	98.0	99.0	4.6	100.0	103.0	14	·
CCN(C(=O)COc1ncnc2sccc12)c1ccccc1	1.3	94.0	95.0	1.1	96.0	100.0	3.2	96.0	96.0	21	·
O=C(OCn1ncc(Br)c(Br)c1=O)c1ccccc1Cl	12.5	98.0	100.0	1.2	99.0	100.0	3.5	100.0	103.0	6	·
O=C(NCCN1C(=O)C2C3C=CC(C3)C2C1=O)Nc1ccc(Br)cc1 (stereo not given)	8.8	101.0	103.0	0.5	99.0	102.0	7.7	101.0	105.0	27	·
CCn1c(SCC(N)=O)nc2c1c(=O)n(C)c(=O)n2C	27.3	100.0	104.0	0.6	99.0	101.0	2.0	104.0	108.0	14	·
CCC(=O)Nc1c(C#N)c2nc3ccccc3nc2n1-c1ccccc1C	18.8	100.0	102.0	2.1	100.0	101.0	45.4	101.0	109.0	32	·
CCOC(=O)c1sc(NC(=S)NC(=O)c2ccccc2Cl)c(C(=O)OCC)c1C	·	92.0	94.0	-0.2	91.0	95.0	0.0	94.0	91.0	12	-35.0
Cc1ccccc1-c1nnc(SCC(=O)Nc2ccc3c(c2)OCCO3)n1N	0.6	97.0	97.0	0.0	95.0	97.0	2.5	96.0	99.0	1	-24.5
COc1ccc(OC)c(N(CC(=O)O)S(=O)(=O)c2ccc(OC)c(OC)c2)c1	-15.2	104.0	107.0	0.1	101.0	99.0	0.6	100.0	106.0	27	·
CCOc1ccc(OCC)c(NC(=O)CSc2nc3cccnc3n2C)c1	18.8	100.0	99.0	0.7	97.0	98.0	29.7	98.0	105.0	6	17.7

Sorted by count of non-hydrogen atoms (rising): some entries from above.
SMILES	Mcl1-Noxa inh	Rab2A wt mod	Cdc42 wt	ABCB1 inh	Rac1 mut GTP	Rab7 wt modul	ABCG2 inh	HRas wt GTP bind	Rac1 wt modul	Avidin fluor	Pf gametocyte
O=C(OCn1ncc(Br)c(Br)c1=O)c1ccccc1Cl	12.5	98.0	100.0	1.2	99.0	100.0	3.5	100.0	103.0	6	·
CCN(C(=O)COc1ncnc2sccc12)c1ccccc1	1.3	94.0	95.0	1.1	96.0	100.0	3.2	96.0	96.0	21	·
O=C(NCCN1C(=O)C2C3C=CC(C3)C2C1=O)Nc1ccc(Br)cc1 (stereo not given)	8.8	101.0	103.0	0.5	99.0	102.0	7.7	101.0	105.0	27	·
O=C(COC(=O)c1cn(-c2ccccc2)nc1-c1cccs1)NC1CC1	0.3	99.0	101.0	0.6	98.0	99.0	4.6	100.0	103.0	14	·
CCC(=O)Nc1c(C#N)c2nc3ccccc3nc2n1-c1ccccc1C	18.8	100.0	102.0	2.1	100.0	101.0	45.4	101.0	109.0	32	·
COc1ccc(OC)c(N(CC(=O)O)S(=O)(=O)c2ccc(OC)c(OC)c2)c1	-15.2	104.0	107.0	0.1	101.0	99.0	0.6	100.0	106.0	27	·
CCOC(=O)c1sc(NC(=S)NC(=O)c2ccccc2Cl)c(C(=O)OCC)c1C	·	92.0	94.0	-0.2	91.0	95.0	0.0	94.0	91.0	12	-35.0

This is a random part of the collection; about 2.3% have a hit in one of these screens.
